DPM-DC inhibit: S. pneumoniae DPM-DC inhibitors, primary screen, biochemical, PK/LDH-coupled NADH fluorescence; hit rate 0.49% among 65,000; purified DPM-DC; diphosphomevalonate decarboxylase (Streptococcus pneumoniae D39); calls only at 10 µM;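 active = the 320 compounds with the highest percent inhibition in the single-dose primary screen, excluding strongly autofluorescent ones, cut at about 32% in these data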;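 note: kinetic rate of NADH fluorescence loss reporting ADP formed by the decarboxylase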
HT1080 viability: cytotoxicity in HT1080 fibrosarcoma cells, cell-based, fluorescence readout (AID 620). HT1080 viability, fluorescence; higher % means a stronger effect. cytotoxicity, % at 10 µM; hits with a dose series show EC50 in µM. hit rate 0.42% among 87,000;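 note: cells exposed to compound overnight then 4 h with Alamar Blue; 0% = vehicle DMSO and 100% = killing control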
KRASV12 cytotoxicity: cytotoxicity in KRAS-transformed pancreatic duct cells, primary screen, cell-based, fluorescence, HTS (AID 431) | hit rate 1.7% among 63,000 | cytotoxicity, % at 10 µM; hits with a dose series show EC50 in µM | HPDE-C7K KRASV12 cells, Alamar Blue viability, 48 h; higher % means a stronger effect;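 active = compounds whose percent cytotoxicity in the single-dose primary screen, scaled between solvent and toxic-drug controls, exceeds 50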;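 note: 0% = DMSO solvent wells and 100% = doxorubicin-treated wells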
HPDE-C7 viability: cytotoxicity in HPDE-C7 cells, cell-based, fluorescence, HTS (AID 430) | HPDE-C7 pancreatic duct cells viability, fluorescence; higher % means a stronger effect | cytotoxicity, % at 10 µM, or EC50 in µM where a hit was titrated | hit rate 1.8% among 63,000;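 note: cells exposed to compound for 48 hours before viability readout; 0% = vehicle and 100% = reference cytotoxic drug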
LYP inhibition: LYP phosphatase inhibitors, primary screen, biochemical, DiFMUP fluorescence, recombinant catalytic domain, 10 µM (AID 606); Tyrosine-protein phosphatase non-receptor type 22 (Homo sapiens); recombinant LYP catalytic domain, DiFMUP fluorescence; higher % means a stronger effect; inhibition, % at 10 µM, or IC50 in µM where a hit was titrated; 52,000 tested, under 10 active;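 active = IC50 under 40 µM in the dose-response test; inactive = IC50 of 40 µM or more, or never dose-tested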
PMK inhibit: S. pneumoniae PMK inhibitors, primary screen, biochemical, mevalonate pathway, pilot trial included. phosphomevalonate kinase (Streptococcus pneumoniae D39). inhibition, % at 10 µM. AID 539, 2006. purified PMK, PK/LDH-coupled NADH absorbance 340 nm. hit rate 0.49% among 65,000;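 active = top-ranked compounds by inhibition in the single 10 µM screen, taking a fixed number of the strongest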;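 note: 0% = full reaction with DMSO carrier and 100% = background rate without enzyme reaction; no value below 0 was filed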
Alkaline phosphatase: human TNAP enzyme inhibitors, biochemical, luminescent (AID 518); Alkaline phosphatase, tissue-nonspecific isozyme (Homo sapiens); purified TNAP enzyme, luminescent substrate readout; higher % means a stronger effect; one-dose inhibition, % at 20 µM; IC50 in µM for titrated hits; hit rate 0.09% among 64,000; in the data active = a potency from the dose series; inactive = the rest, 99 in 100 with inhibition below about 22%;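 note: plate controls were vehicle for no effect and reference inhibitor for full effect; many of its hits are not listed in these tables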
Spn MK inh: S. pneumoniae MK inhibitors, primary screen, biochemical, PK/LDH-coupled NADH absorbance | mevalonate kinase [Streptococcus pneumoniae D39] | hit rate 0.48% among 65,000 | purified MK, PK/LDH-coupled NADH absorbance 340 nm | inhibition, % at 10 µM;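 active = ranked among the strongest by inhibition in the single 10 µM screen, a fixed top-ranked set picked for dose follow-up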; note: no value below 0 was filed
Bfl-1 inhibitors: Bfl-1 inhibitors, primary screen, biochemical, fluorescence polarization, FITC-Bid, mouse (AID 432); Bcl-2-related protein A1 (Mus musculus); FITC-Bid BH3 peptide fluorescence polarization displacement; higher % means a stronger effect; displacement, % at 20 µM, or IC50 in µM where a hit was titrated; hit rate 0.02% among 64,000; in the data active = a potency from the dose series; inactive = the rest, 99 in 100 with displacement below about 15%; note: strong numbers were not always called active
PMK inhibit pilot replicates: also measured in PMK inhibit; calls as there; inhibition, %; measured here: pilot screen replicates
Spn MK inh pilot replicates: recorded beside Spn MK inh, whose call it bears; inhibition, %; measured here: pilot screen replicates
DPM-DC inhibit pilot screen %: recorded beside DPM-DC inhibit, whose call it bears; inhibition, %; measured here: pilot screen trials
An asterisk follows results filed as active; i = inactive; x = no result given. Cut-off read from the data, not from the text of the source, unless noted: active = cytotoxicity above about 50%; inactive = the rest.

SMILES | DPM-DC inhibit | HT1080 viability | KRASV12 cytotoxicity | HPDE-C7 viability | LYP inhibition | PMK inhibit | Alkaline phosphatase | Spn MK inh | Bfl-1 inhibitors | others
CC(=O)N1CCC(N(CCN2CCOCC2)C(=O)Nc2ccc(Cl)c(Cl)c2)CC1 | i | 0% | -2% | -5% | 0% | 7 | 1% | 1 | -4%
COc1ccccc1NS(=O)(=O)c1ccc(C)c(C(=O)NCC2CCCO2)c1 (stereo not drawn) | i | 0% | -4% | -2% | 9% | 19 | 9% | 7 | 0%
O=C(O)CCOc1ccc2c(c1)OCCO2 | i | -1% | -11% | -4% | 6% | 16 | 18% | 0 | -6%
O=C(CSc1nnc(-c2cccnc2)o1)c1cc2ccccc2oc1=O | i | -8% | 9% | 15% | 5% | 2 | 13% | 2 | 12%
O=C(O)C1CCCCC1C(=O)Nc1ccc2c(c1)CCC2 (stereo not drawn) | i | 3% | -3% | -13% | -3% | 8 | 15% | 13 | -6%
COc1cc(NC(=O)C2CCCN(S(=O)(=O)c3cnc[nH]3)C2)cc(OC)c1 (stereo not drawn) | i | 5% | -6% | -3% | -9% | 0 | 8% | 8 | -11%
Cn1c(Sc2nc3ccccc3n2C)nc2ccccc21 | i | 14% | 22% | 14% | 4% | 12 | 15% | 6 | 13%
CNC(=O)Cn1c(=O)n(C)c2ccccc21 | i | 2% | -6% | 0% | 12% | 8 | 6% | 6 | -3%
OCCN1CCN(CC(O)COc2ccc3ccccc3c2)CC1 (stereo not drawn) | i | 0% | 14% | 0% | -18% | 17 | -1% | 1 | -4% | PMK inhibit pilot replicates=6.5;Spn MK inh pilot replicates=0.5;DPM-DC inhibit pilot screen %=0.0
CCOc1cc(S(=O)(=O)N2CCC(Cc3ccccc3)CC2)c(OCC)cc1-n1cnnn1 | i | -6% | 6% | 2% | -6% | 2 | 10% | 0 | -2% | PMK inhibit pilot replicates=0.5;Spn MK inh pilot replicates=2.5;DPM-DC inhibit pilot screen %=0.5
CC(C)CCNC(=O)C1CCN(S(=O)(=O)c2ccc3c(c2)CCC(=O)N3)CC1 | i | 0% | -2% | -4% | 3% | 0 | 5% | 7 | 0%
CCN1C(=O)NC(c2cc(Br)ccc2OC)C(C(=O)OC)=C1C (stereo not drawn) | i | 7% | 6% | -8% | 9% | 13 | 9% | 11 | 4% | PMK inhibit pilot replicates=1.5;Spn MK inh pilot replicates=4.0;DPM-DC inhibit pilot screen %=1.0
CC(C)NC(=O)Cn1c(SCC(=O)N2c3ccccc3CC2C)nc2ccccc21 (stereo not drawn) | i | 8% | 5% | -31% | -2% | 15 | -5% | 0 | 4%
CN(C)[C@@H]1C(=O)C(C(N)=O)=C(O)[C@@]2(O)C(=O)C3=C(O)c4c(O)ccc(Cl)c4[C@@H](O)[C@H]3C[C@@H]12 | i | 20% | 28% | 14% | 13% | 7 | 15% | 6 | 5% | PMK inhibit pilot replicates=4.5;Spn MK inh pilot replicates=0.0;DPM-DC inhibit pilot screen %=5.5
COc1cccc(C2/C(=C(/O)c3ccccc3)C(=O)C(=O)N2CCCC(=O)O)c1 (stereo not drawn) | i | 4% | 16% | 5% | -2% | 0 | 6% | 6 | 6%
O=C(Nn1cnnc1)C(c1ccccc1)c1ccccc1 | i | -5% | -14% | 9% | x | 0 | 9% | 10 | -9%
Cc1nnc2sc(-c3cccc4ccccc34)nn12 | i | -2% | 4% | 0% | x | 14 | 8% | 11 | -3%
CCC(OC(=O)c1cccs1)C(=O)NCc1ccco1 (stereo not drawn) | i | 0% | -1% | -6% | 5% | 15 | 10% | 3 | -4% | PMK inhibit pilot replicates=1.0;Spn MK inh pilot replicates=1.0;DPM-DC inhibit pilot screen %=3.5
Cc1cc(-c2nnc(-c3ccccc3)c(-c3ccccc3)n2)c(C)o1 | i | -8% | 5% | -2% | -3% | 8 | 9% | 16 | 6%
OCCn1nc2c3ccccc3nc-2n(-c2ccccc2)c1=S | i | 2% | -9% | 0% | 4% | 19 | 8% | 11 | 3%
Cc1ccc(Cn2ccc(NC(=O)c3cc(C(C)C)on3)n2)cc1 | i | -7% | 4% | 6% | 9% | 0 | 14% | 2 | -2%
Cc1ccccc1-c1nnc(SCC(=O)Nc2cccc(C)c2C)o1 | i | 4% | -26% | -17% | -12% | 0 | 8% | 1 | -3%
COc1ccc(NC(=O)c2cc(C(C)C)on2)c(OC)c1 | i | 1% | 9% | 14% | -6% | 0 | 11% | 12 | -8% | PMK inhibit pilot replicates=0.0;Spn MK inh pilot replicates=0.5;DPM-DC inhibit pilot screen %=0.0
O=C(NC1CCCCC1)C(c1ccccc1)N1CCOCC1 (stereo not drawn) | i | 12% | 6% | -9% | 6% | 15 | 8% | 5 | 1%
Cc1ccc(C)c(/C(O)=C2\C(=O)C(=O)N(CCCn3ccnc3)C2c2ccncc2)c1 (stereo not drawn) | i | 12% | 3% | -3% | x | 16 | 10% | 0 | -1%
CCCOc1ccc(S(=O)(=O)NCCN2CCOCC2)c2ccccc12 | i | -3% | 0% | -13% | 10% | 5 | 6% | 12 | -6%
COc1cccc(-c2nc(C(N)=O)c3[nH]c(=O)n(-c4cccc(Cl)c4)c3n2)c1OC | i | -3% | 6% | 14% | -1% | 12 | 4% | 11 | 6%
Cc1cc(C)c(NC(=O)Cn2cc3c(n2)CCCC3)c(C)c1 | i | 6% | -13% | -8% | 12% | 19 | 17% | 6 | 0% | PMK inhibit pilot replicates=5.5;Spn MK inh pilot replicates=0.0;DPM-DC inhibit pilot screen %=2.5
O=c1cc(O)nc(SC23CC4CC(CC(C4)C2)C3)[nH]1 | i | 11% | 13% | 36% | x | 11 | 12% | 4 | 2%
Cc1cc(NC(=O)COc2ccc(N(C)S(=O)(=O)c3ccccc3)cc2)no1 | i | -3% | -1% | 6% | x | 10 | 12% | 3 | -4%
NC(=O)C1CC(O)CN1c1nc(CN2CCOCC2)nc2scc(-c3ccccc3)c12 (stereo not drawn) | i | 5% | 4% | 5% | 10% | 15 | 3% | 0 | 6%
Fc1ccc(-c2cc3nc(-c4ccccc4)cc(N4CCOCC4)n3n2)cc1 | x | 3% | 13% | -7% | 15% | 16 | -7% | 0 | -13%
COc1ccc(Cl)c(Cn2c(NCCCO)nc3c2c(=O)n(C)c(=O)n3C)c1 | i | -4% | -36% | -16% | 13% | 13 | 10% | 13 | -1%
CCOC(=O)c1[nH]c(C)c(C(=O)NC2CCCCCC2)c1C | i | -1% | 8% | 4% | x | 18 | 3% | 0 | 1%
Cc1ccc(N(CC(=O)Nc2ccc(S(=O)(=O)N3CCOCC3)cc2)S(C)(=O)=O)cc1C | i | 10% | -2% | -18% | 6% | 2 | 9% | 10 | -9%
O=C(NCCN1CCOCC1)C1CCN(S(=O)(=O)N2CCCCC2)CC1 | i | 0% | -19% | -9% | x | 24 | 15% | 5 | 1%
O=c1c2ccccc2nc2c3ccccc3ncn12 | x | 4% | x | x | x | 21 | 11% | 3 | -1%
CCc1[nH]nc2c1C1(C(=O)N(Cc3ccccc3)c3ccccc31)C(C#N)=C(N)O2 (stereo not drawn) | i | -8% | 11% | -2% | x | 0 | 6% | 0 | -12%
COc1ccc(OC)c(CCNC(=O)CC2Oc3ccccc3NC2=O)c1 (stereo not drawn) | i | -6% | -16% | -15% | -3% | 0 | 5% | 1 | 18%
Cc1nc(NC(=O)CN2CCOCC2)sc1-c1ccccc1 | i | 14% | 4% | -24% | x | 2 | 8% | 7 | -6%

In the list so far, 2 contain a thiophene ring, fused or not:
SMILES | DPM-DC inhibit | HT1080 viability | KRASV12 cytotoxicity | HPDE-C7 viability | LYP inhibition | PMK inhibit | Alkaline phosphatase | Spn MK inh | Bfl-1 inhibitors | others
CCC(OC(=O)c1cccs1)C(=O)NCc1ccco1 (stereo not drawn) | i | 0% | -1% | -6% | 5% | 15 | 10% | 3 | -4% | PMK inhibit pilot replicates=1.0;Spn MK inh pilot replicates=1.0;DPM-DC inhibit pilot screen %=3.5
NC(=O)C1CC(O)CN1c1nc(CN2CCOCC2)nc2scc(-c3ccccc3)c12 (stereo not drawn) | i | 5% | 4% | 5% | 10% | 15 | 3% | 0 | 6%

The list continues.
SMILES | DPM-DC inhibit | HT1080 viability | KRASV12 cytotoxicity | HPDE-C7 viability | LYP inhibition | PMK inhibit | Alkaline phosphatase | Spn MK inh | Bfl-1 inhibitors | others
COc1cccc(-c2nc(CS(=O)CC(=O)O)c(C)o2)c1 (stereo not drawn) | i | -5% | 6% | -2% | 2% | 2 | 8% | 1 | 1%
CCCNC(=O)N1CCN(c2nc(C(C)C)c3c(c2C#N)CC(C)(C)OC3)CC1 | i | -4% | 3% | 7% | 0% | 5 | 4% | 4 | 7%
Cc1cccc(-n2ncc3c(NCc4ccco4)ncnc32)c1 | i | 17% | 69%* | 64%* | 5% | 1 | 9% | 13 | -7%
O=C(Cc1ccccc1)NCCn1ccc2ccccc21 | i | -1% | -6% | -5% | 2% | 10 | 5% | 5 | 4%
O=C(Nc1ccc(N2CCN(C(=O)c3ccccc3)CC2)c(Cl)c1)c1ccc(Br)o1 | i | 22% | 33% | 24% | 5% | 0 | 8% | 4 | 10%
O=C(NCCO)c1cc2ccccc2cc1O | i | -1% | 13% | 13% | 15% | 0 | 12% | 0 | 1% | PMK inhibit pilot replicates=5.0;Spn MK inh pilot replicates=1.0;DPM-DC inhibit pilot screen %=7.5
CCOc1cc(-c2nc(-c3ccncc3)no2)cc(OCC)c1OCC | i | 8% | -6% | -5% | -8% | 10 | 8% | 6 | -10%
Nn1c(CN2CCCCC2)nc2ccccc2c1=O | i | -1% | -9% | -10% | -11% | 4 | -1% | 6 | -2%
Cc1ccc(/C(O)=C2/C(=O)C(=O)N(CCN3CCOCC3)C2c2ccccn2)cc1 (stereo not drawn) | i | -1% | -2% | -4% | 1% | 0 | 10% | 7 | -2%
COc1ccc(NC(=O)CSc2nnc(-c3cccnc3)n2Cc2ccco2)c(OC)c1 | i | 26% | 7% | -6% | 15% | 15 | 2% | 0 | 2%
COc1ccc(C(C(=O)NC2CCCC2)N(C(=O)c2ccco2)c2ccc3c(c2)OCO3)cc1OC (stereo not drawn) | i | -5% | -11% | -17% | x | 12 | 10% | 12 | -1%
O=C(CSc1nnc(-c2ccco2)n1CC1CCCO1)c1ccc(F)cc1 (stereo not drawn) | i | -1% | -8% | 4% | 4% | 15 | 8% | 10 | -6%
Cc1ccc(Cl)cc1NC(=O)COC(=O)C1CCCC1 | i | 1% | x | x | 3% | 11 | 7% | 6 | -4%
CCOC(=O)c1cn(-c2ccccc2)nc1-c1ccncc1 | i | -8% | -1% | -3% | -2% | 24 | 4% | 7 | 4%

Screens (PubChem)

Rows were taken by chance; overall some 3.3% were active at least once.
